STAT3 inh = IL-6 driven STAT3 reporter inhibitors, primary screen, U3A cells, luciferase, luminescence, MLSCN library. AID 862, 2007. IL-6 STAT3-luciferase reporter; host cell line lacks STAT1. 190,000 compounds, 0.89% hits. inhibition, % at 5.5 µM;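 active = inhibition above the mean inhibition across all screened compounds plus 3 SD, cut at about 44% in these data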;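 also: 0% = DMSO only wells and 100% = 100 µM nifuroxazide control wells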
STAT3 activator = IL-6 driven STAT3 reporter potentiators, primary screen, U3A cells, luciferase, luminescence, MLSCN library. IL-6 STAT3-luciferase reporter; 100% = signal with IL-6 EC80 alone. activation (% of control), % at 5.6 µM. 190,000 compounds, 0.91% hits. AID 871, 2007;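 active = activation above the screen-wide mean of compound activation plus 3 SD, cut at about 130% in these data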;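 also: 0% = background luminescence of wells with medium and substrate only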
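Material: STAT3-luciferase reporter U3A cells. Controls: IL-6-treated wells, 100% activation. Read-out: % activation versus median of IL-6-stimulated wells. Probe or stimulus: IL-6 stimulus at 33 ng/mL final. Timing: compound 1 h, then IL-6 6 h at 37 °C. Signal: reporter luminescence signal.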
DTT redox prof = compounds producing H2O2 with reducing agent – biochemical, NIH compound library profiling, artefact control for MLSCN library redox annotation, primary screen. 200,000 compounds, 0.03% hits. activation, % at 10 µM. DTT-dependent redox cycling H2O2, phenol red/HRP absorbance; 100% = 100 µM peroxide control, 0% = buffer. AID 878, 2007;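 active = activation of at least 50% relative to the plate's high and low controls in the primary single-dose screen; inactive = activation below 50%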;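 also: compound incubated with DTT at 0.8 mM final as the reducing agent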
STAT1 act = STAT1 signaling activators, primary screen, cell-based, HTS, luciferase reporter; 200,000 compounds, 2.6% hits; NIH 3T3 STAT1-luciferase reporter, IFN-gamma, luminescence; 100% = IFN-gamma alone, no compound; activation (% of control), % at 5.5 µM;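 active = activation above the screen-wide mean activation plus 3 SD, cut at about 130% in these data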;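 also: raw ratio to IFN-gamma control signal so 100% means no change and 0% no light; values of inactives mirror those of a sister screen read the other way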
NF-kB expr up = activators of NF-kB expression in neurons, primary screen, cell-based, HTS | human neuronal cells, NF-kB reporter expression; hits give high values | fold change at 12.5 µM | 190,000 compounds, 1.6% hits | AID 1239, 2008; in the data active = fold change above about 3.3
HMGR II inh = inhibitors of E. faecalis class II HMGR, primary screen, biochemical, Enterococcus faecalis; inhibition, % at 10 µM; 190,000 compounds, 0.41% hits; purified E. faecalis HMGR, NADPH absorbance 340 nm kinetic; HMG-CoA reductase (Enterococcus faecalis, mvaE);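 active = inhibition above a set limit, the median over all tested compounds plus 3 SD, cut at about 9.5% in these data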;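 also: enzyme runs in reverse so mevalonate oxidation gives rising NADPH absorbance; 0% = complete reaction with DMSO and 100% = background rate lacking mevalonate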
STAT1 blocker = STAT1 signaling inhibitors, primary screen, cell-based, HTS, luciferase reporter. NIH 3T3 STAT1-luciferase reporter, IFN-gamma, luminescence. inhibition, % at 5.5 µM. 200,000 compounds, 0.35% hits. AID 920, 2007;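 active = inhibition above a set limit, the mean inhibition across all tested compounds plus 3 SD, cut at about 34% in these data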;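 also: 0% = IFN-gamma with DMSO and 100% = IFN-gamma with 300 µM nifuroxazide; values of inactives mirror those of a sister screen read the other way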
TLR4 MyD88 comp = inhibitors of TLR4-MyD88 association in cells, primary screen, cell-based, HeLa CL3-4, BLA complementation, FRET ratio; HeLa CL3-4 TLR4/MyD88 BLA complementation; inhibition, % at 8.4 µM; 200,000 compounds, 0.18% hits; AID 861, 2007; in the data active = inhibition above about 25%;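 also: 0% = vehicle and 100% = reference inhibitor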
Target sequence (O00206 whole entry, looked up): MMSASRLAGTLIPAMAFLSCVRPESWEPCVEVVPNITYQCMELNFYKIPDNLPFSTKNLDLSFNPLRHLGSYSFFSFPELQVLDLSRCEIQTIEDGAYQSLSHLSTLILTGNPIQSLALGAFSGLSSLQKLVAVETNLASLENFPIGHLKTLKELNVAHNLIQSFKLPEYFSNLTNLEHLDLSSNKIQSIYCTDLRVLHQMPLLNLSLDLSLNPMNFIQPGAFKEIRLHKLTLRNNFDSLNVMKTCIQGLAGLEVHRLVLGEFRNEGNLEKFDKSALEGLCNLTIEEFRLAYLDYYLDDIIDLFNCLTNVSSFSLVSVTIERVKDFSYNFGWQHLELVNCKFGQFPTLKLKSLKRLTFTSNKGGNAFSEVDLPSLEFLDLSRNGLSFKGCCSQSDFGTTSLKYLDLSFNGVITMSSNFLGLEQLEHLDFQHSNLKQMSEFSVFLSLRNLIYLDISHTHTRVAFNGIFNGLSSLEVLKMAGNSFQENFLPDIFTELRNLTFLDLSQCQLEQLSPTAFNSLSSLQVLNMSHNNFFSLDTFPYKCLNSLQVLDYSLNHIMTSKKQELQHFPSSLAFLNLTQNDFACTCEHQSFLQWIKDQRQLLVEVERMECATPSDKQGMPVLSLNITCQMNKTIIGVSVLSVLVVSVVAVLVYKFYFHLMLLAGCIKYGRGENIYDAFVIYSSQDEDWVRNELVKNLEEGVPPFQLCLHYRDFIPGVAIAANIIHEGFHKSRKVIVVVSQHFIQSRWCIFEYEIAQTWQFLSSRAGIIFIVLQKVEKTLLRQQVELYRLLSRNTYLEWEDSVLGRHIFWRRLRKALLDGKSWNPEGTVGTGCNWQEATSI
Target sequence (Q99836 whole entry, looked up): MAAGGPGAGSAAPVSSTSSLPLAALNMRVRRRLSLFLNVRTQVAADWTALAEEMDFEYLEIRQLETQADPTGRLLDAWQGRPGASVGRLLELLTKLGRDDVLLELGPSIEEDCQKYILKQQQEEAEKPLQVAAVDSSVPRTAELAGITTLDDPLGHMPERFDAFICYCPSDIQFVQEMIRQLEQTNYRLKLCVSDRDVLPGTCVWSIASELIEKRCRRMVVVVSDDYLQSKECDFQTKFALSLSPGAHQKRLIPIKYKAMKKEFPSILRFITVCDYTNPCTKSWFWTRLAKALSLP
APP 5'UTR act = activators of APP 5'UTR luciferase reporter, primary screen, SH-SY5Y cells | SH-SY5Y APP 5'UTR luciferase reporter, luminescence; zero percent = DMSO vehicle wells | activation, % at 2 µM | 190,000 compounds, 1% hits | AID 1276, 2008;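 active = activation above a set limit, based on mean plus 3 SD of controls, cut at about 140% in these data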; also: values of inactives mirror those of a sister screen read the other way
Hsp70 activator = Hsp70 transcriptional activators, primary screen, cell-based, HeLa, Hsp70 promoter luciferase, luminescence, 10 µM. activation, % at 10 µM. HeLa Hsp70 promoter luciferase reporter; scaled: vehicle 0, proteasome-inhibitor control 100%. 200,000 compounds, 0.04% hits;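 active = activation above the mean across all tested compounds plus 3 SD, cutoff set per campaign, cut at about 5.5% in these data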;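 also: 100% = MG132 at 30 µM as the positive control and 0% = DMSO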
The depositor's hits bear a star; / = not tested or not shown.

cpd | molecule | STAT3 inh | STAT3 activator | DTT redox prof | STAT1 act | NF-kB expr up | HMGR II inh | STAT1 blocker | TLR4 MyD88 comp | APP 5'UTR act | Hsp70 activator
1 | CC1CCc2c(sc3nc(CSc4n[nH]c(N)n4)[nH]c(=O)c23)C1 (configuration not stated) | 3.0 | 99.8 | -0.4 | 111.0 | 1.7 | -3.5 | -12.5 | -6.0 | 8.3 | -0.2
2 | O=[N+]([O-])c1ccccc1/C=C/CN1CCCCC1 | 8.8 | 99.0 | -3.5 | 101.1 | 0.93 | 0.6 | -1.2 | -8.8 | 1.4 | 0.1
3 | COc1ccccc1C(=O)NC(=S)Nc1ccc(NC(=O)c2cccs2)cc1 | 1.0 | 99.8 | 0.3 | 104.0 | 1.13 | 0.3 | -4.5 | -2.0 | 4.2 | -0.5
4 | O=C(CSc1nccc(-c2ccc(Br)cc2)n1)NCCc1ccccc1 | 13.1 | 93.9 | 2.5 | 105.6 | 1.08 | 2.1 | -6.2 | 0.5 | / | -0.4
5 | CCOC(=O)c1sc2nccc(N(C)C)c2c1N=CNOCc1ccccc1 | 17.5 | 89.6 | 0.1 | 97.8 | 0.99 | -0.8 | 2.4 | 5.3 | 24.5 | -0.2
6 | Cc1cccc(/C=C2/C(=O)/C(=C/c3ccccc3C)C3CCC2N3C)c1 (configuration not stated) | 6.4 | 99.5 | -2.8 | 92.8 | 1.13 | -2.1 | 7.8 | -8.2 | -3.2 | -0.3
7 | Cc1nc(CS(=O)c2ccccc2)cc(N2CCOCC2)n1 (configuration not stated) | 4.5 | 96.7 | -7.8 | 99.9 | 1.23 | -13.8 | 0.1 | -2.3 | -1.1 | -0.4
8 | COc1ccc(NC(=O)/C=C/c2ccc(C)o2)cc1S(=O)(=O)N1CCOCC1 | -2.6 | 105.7 | 0.1 | 95.7 | 0.74 | -0.8 | 4.8 | -6.5 | -2.4 | 0.0
9 | CCc1ccccc1NC(=S)N(Cc1ccc(OC)cc1)CC1CCC(C(=O)O)CC1 (configuration not stated) | 9.3 | 102.0 | -2.2 | 100.8 | 1.3 | -0.4 | -1.8 | 1.2 | -17.9 | 0.0
10 | Cc1ccc(-n2[nH]c(C)c(/C=N/Nc3ccc([N+](=O)[O-])cc3[N+](=O)[O-])c2=O)cc1C | 14.0 | 87.1 | 2.1 | 84.1 | 0.77 | -11.3 | 17.4 | -1.4 | -26.2 | -0.4
11 | Cc1ccc(CCNC(=O)CS(=O)Cc2nc(-c3cccc(C)c3)oc2C)cc1 (configuration not stated) | 4.1 | 104.2 | -1.7 | 106.6 | 1.07 | -4.7 | -7.4 | 2.0 | / | -0.2
12 | Cc1ccc(N/C=C(/C#N)c2ccsc2)cc1 | -6.3 | 105.1 | -0.8 | 134.4* | 2.32 | -2.0 | -43.7 | -1.2 | 63.9 | -0.2
13 | Cc1ccc(CSCC(Nc2ccc(C(=O)O)cc2[N+](=O)[O-])C(=O)O)cc1 (configuration not stated) | 4.3 | 101.2 | 0.6 | 99.7 | 1.02 | 0.8 | 0.3 | 0.4 | -0.9 | -0.4
14 | CCCC/C(C)=N/NC(=O)Nc1ccccc1 | 21.7 | 86.2 | 0.8 | 106.9 | 1.42 | 2.4 | -7.7 | -18.9 | 32.9 | -0.1
15 | Cn1cnnc1SCC(=O)Nc1sc2c(c1C#N)CCCCC2 | -7.6 | 109.7 | 3.3 | 99.4 | 1.27 | -4.9 | 0.6 | -5.5 | 2.4 | 0.4
16 | O=C(CCCN1C(=O)c2ccccc2C1=O)Nc1c2c(nc3c1CCC3)CCC2 | 15.4 | 88.6 | -5.4 | 95.5 | 0.97 | -8.7 | 4.8 | 12.3 | 2.0 | -0.2
17 | Cc1ccsc1C(=O)c1sccc1C | 15.3 | 89.4 | -0.1 | 101.7 | 1.07 | -0.1 | -2.0 | -9.6 | 11.4 | -0.3
18 | COc1ccc(C(=O)c2sc3nc(C)cc(-c4cccs4)c3c2N)cc1OC | 13.3 | 89.6 | -0.1 | 95.0 | 3.06 | 0.7 | 5.6 | 12.1 | 22.6 | -0.3
19 | CCc1cc(=O)oc2cc(OCC(=O)N(CC)CC)c(Cl)cc12 | 19.3 | 90.8 | -0.6 | 96.8 | 1.01 | 1.5 | 3.5 | -2.7 | / | -0.3
20 | CCCCNC(=O)c1cc2ccccc2s1 | 26.7 | 83.3 | 0.1 | 110.2 | 1.83 | 0.1 | -10.7 | -26.8 | 46.8 | -0.1
21 | COc1ccccc1N=c1scc(-c2ccc3c(c2)NC(=O)CO3)n1CC1CCCO1 (configuration not stated) | -1.0 | 104.5 | 3.9 | 100.5 | 0.53 | -10.7 | 0.8 | -10.6 | 1.8 | 0.3
22 | CCn1c2ccccc2c2cc(NC(=O)CCCN3C(=O)CCC3=O)ccc21 | -2.4 | 103.2 | 1.1 | 99.5 | 1.03 | -4.8 | 1.5 | 9.8 | 9.1 | -0.2
23 | COc1ccc(S(=O)(=O)CCC(=O)N2c3ccccc3CC2C)cc1 (configuration not stated) | 8.2 | 96.7 | -0.7 | 101.0 | 1.01 | -6.9 | -2.9 | -3.4 | -14.5 | -0.3
24 | O=C(O)/C=C\C(=O)Nc1ccccc1C#Cc1ccc(Br)cc1 | -1.9 | 110.5 | 1.6 | 158.8* | 7.96* | 2.2 | -65.4 | -4.2 | 157.8* | 0.1
25 | CC1(C)CC(=O)c2cc(OCC(=O)N3CCCCCC3)ccc2O1 | -1.3 | 103.9 | 1.4 | 109.5 | 1.97 | 2.2 | -10.5 | -6.5 | 34.4 | -0.2
26 | COc1cc(NC(=O)c2cccs2)cc(OC)c1 | 10.3 | 94.0 | 2.3 | 104.5 | 1.49 | 0.2 | -4.9 | 5.5 | -1.5 | 0.1
27 | CC(C)N1CCC(N2CCN(C3CCCCC3)CC2CCO)CC1 (configuration not stated) | 15.5 | 90.3 | -1.1 | 96.0 | 0.88 | 1.6 | 2.7 | -15.2 | -10.8 | 0.0
28 | Cc1nc2cc(NC(=O)NCc3ccco3)ccc2o1 | 4.3 | 95.9 | -1.2 | 108.3 | 1.46 | 0.0 | -9.0 | -11.0 | 19.7 | -0.2
29 | OC(CNCC1CCCO1)Cn1c2ccc(Br)cc2c2cc(Br)ccc21 (configuration not stated) | -1.0 | 104.0 | 1.5 | 93.8 | 1.62 | -4.6 | 6.8 | -11.6 | 8.3 | -0.2
30 | Cc1cccc(N2CCN(C3=NC(=O)/C(=C\c4cn[nH]c4-c4ccccc4)S3)CC2)c1 | 2.8 | 98.4 | 0.6 | 97.7 | 1.02 | -2.2 | 2.6 | -2.6 | 10.6 | -0.4
31 | CCCC(=O)NC(=S)Nc1nc(-c2ccc(OC)cc2)cs1 | -1.2 | 103.3 | 0.1 | 102.0 | 1.02 | -1.1 | -2.3 | -14.8 | 22.4 | -0.2
32 | C=CCOc1c2ccc(C(=O)NC3CCCc4ccccc43)cc2nn1C (configuration not stated) | 5.1 | 101.7 | -6.7 | 93.7 | 0.87 | / | 7.0 | 3.1 | 12.7 | -0.3
33 | O=[N+]([O-])c1cnccc1Nc1ccccc1 | 12.4 | 95.5 | -3.0 | 96.8 | 1.13 | -7.2 | 3.5 | 10.3 | -0.3 | -0.3
34 | S=C(NCC1CCCO1)N1CCN(c2ccccc2)CC1 (configuration not stated) | -3.4 | 104.6 | -0.2 | 105.2 | 1.23 | -0.7 | -6.2 | -0.7 | 22.1 | -0.3
35 | O=C(CCc1nc2ccccc2c(=O)[nH]1)OCc1ccccc1F | 3.8 | 99.3 | 0.5 | 104.5 | 1.05 | 2.0 | -5.0 | 2.2 | 8.0 | -0.5
36 | O=C(CSc1ncn[nH]1)Nc1nc(-c2ccccc2)cs1 | 10.2 | 94.3 | 0.8 | 98.3 | 1 | -2.2 | 1.9 | 8.4 | -14.8 | -0.2
37 | Cc1ccc2cc(C(c3nnnn3C(C)(C)C)N3CCCCCC3)c(=O)[nH]c2c1 (configuration not stated) | 7.3 | 97.3 | -1.2 | 103.8 | 0.92 | -4.7 | -4.1 | 11.7 | 7.3 | -0.3
38 | COc1ccc(CNS(=O)(=O)c2ccc(F)c(C(=O)Nc3ccccc3OC)c2)cc1 | 6.2 | 96.1 | -0.5 | 91.8 | 1.11 | 1.9 | 7.8 | -6.6 | 6.1 | 0.3
39 | COc1cccc2cc(C(=O)NCCc3c[nH]c4ccccc34)c(=O)oc12 | 1.8 | 104.9 | -0.3 | 103.8 | 1.42 | -1.1 | -5.2 | 7.5 | 25.2 | 0.1
40 | Cc1ccc(C(C(=O)NCc2ccco2)N(C(=O)CNC(=O)c2cccs2)c2c(C)cccc2C)cc1 (configuration not stated) | 5.1 | 95.9 | -0.2 | 104.6 | 1.06 | 3.7 | -5.2 | -1.2 | / | -0.3
41 | O=C(C(Cc1ccc(Cl)cc1)NS(=O)(=O)c1ccccc1)N1CC[C@@]2(O)CCCC[C@H]2C1 (some centres not stated) | 5.3 | 99.0 | -2.9 | 94.5 | 0.56 | -0.3 | 6.0 | -8.8 | -7.6 | -0.2
42 | O=C(NCc1ccco1)c1cccn2c(=O)c3c4c(sc3nc12)CCCC4 | -67.0 | 153.7* | 2.1 | 91.5 | 0.86 | 0.7 | 9.3 | 0.2 | -4.8 | -0.3
43 | Cc1ccc(OCc2n[nH]c(=S)n2-c2ccccc2)cc1 | -0.6 | 105.1 | -0.7 | 93.3 | / | -1.3 | 5.6 | 6.5 | 2.6 | 0.0
44 | Cc1ccc(S(=O)(=O)Nc2ccc3c4c(cccc24)CC3)c(C)c1 | 6.1 | 98.7 | -3.5 | 106.9 | / | / | -7.5 | -42.1 | -3.7 | -0.1
45 | COc1ccccc1NC(=O)Cn1nnc(-c2ccccc2NC(=O)c2cnccn2)n1 | -0.2 | 104.5 | -0.1 | 101.3 | 1.21 | -3.1 | 0.3 | 10.5 | -4.0 | 0.0
46 | COc1c(C)cc(C(=O)C2CCCN(C(=O)c3cc4nc(C)cc(C)n4n3)C2)cc1C (configuration not stated) | 1.1 | 102.9 | -0.5 | 107.2 | 1.38 | 2.6 | -9.6 | 2.3 | 6.6 | 0.0
47 | COc1ccc(C(=O)/C=C/c2ccccc2F)c(OC(=O)c2ccc([N+](=O)[O-])cc2)c1 | -11.9 | 116.5 | 0.1 | 114.7 | 2.05 | -5.3 | -16.1 | 13.9 | 26.2 | 0.2
48 | C=CCn1c(SCC(=O)Nc2nnc(CC)s2)nnc1-c1ccco1 | -0.8 | 104.3 | -0.4 | 100.4 | 1.16 | -1.4 | -2.2 | 1.5 | 18.7 | -0.1
49 | Cc1oc2c(c1C(=O)Nc1ccc(C(=O)O)cc1)CCCC2 | 5.1 | 101.6 | 0.1 | 105.0 | 1.26 | -1.6 | -5.5 | -0.8 | 5.3 | -0.2
50 | O=C(NC1CCCc2ccccc21)c1cccnc1 (configuration not stated) | -0.3 | 105.9 | -0.8 | 92.3 | 1.2 | -2.3 | 8.8 | 3.2 | -5.9 | -0.3
